From PubChem
FadD28 FP inh: inhibitors of FadD28 bisubstrate probe binding, primary screen, biochemical, fluorescence polarization, single point. Mycobacterium tuberculosis FadD28 fatty-acid-AMP ligase. inhibition, % at 12.5 µM. 0.22% of 360,000 active. AID 588549, 2011; in the data active = inhibition above about 8.5%, passing the limit was not always enough; inconclusive = no clear call, values can overlap the other calls
Y pestis TopoI: Yersinia pestis topoisomerase I inhibitors, primary screen, biochemical, cleavage product accumulation, plate reader, single point | Y. pestis Topo-I cleavage product accumulation | activity, % at 10 µM | 0.064% of 360,000 active | AID 504884, 2011; in the data active = activity above about 50%, passing the limit was not always enough; inconclusive = no clear call, values can overlap the other calls; note: inactives centre near 2
TcdB inh: TcdB glycohydrolase inhibitors, primary screen, biochemical, single point, plate reader. Toxin B (Clostridioides difficile), P18177. TcdB glycohydrolase enzymatic assay. inhibition, % at 9.99 µM. 0.24% of 350,000 active; in the data active = inhibition above about 10%
BoNT F protease: BoNT/F light chain protease inhibitors, primary screen, biochemical, flow cytometry, MLPCN library | Botulinum neurotoxin type F light chain protease (Clostridium botulinum) | Multiplex microsphere protease cleavage assay | inhibition, % at 10 µM | 0.22% of 360,000 active | AID 588497, 2011; in the data active = inhibition above about 35%, passing the limit was not always enough; inconclusive = no clear call, values can overlap the other calls; note: plate controls were buffer without enzyme for full effect and enzyme alone for no effect
PfHsp40 yeast: rescue of yeast from PfHsp40 toxicity, primary screen, S. cerevisiae, ATP luminescence | growth rescue, % at 12.5 µM | 0.68% of 340,000 active | AID 504582, 2011 | S. cerevisiae expressing PfHsp40, growth rescue; in the data active = growth rescue above about 28%, passing the limit was not always enough; inconclusive = no clear call, values can overlap the other calls;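 note: yeast W303a lacking pdr1 and pdr3 grown in galactose medium; growth measured after three days at 30 °C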
PrPC surface inh: inhibitors of human cell surface prion protein PrPC, primary screen, cell-based, TR-FRET; Major prion protein (Homo sapiens), P04156; TR-FRET read-out; inhibition, % at 13.8 µM; 0.43% of 370,000 active; AID 720596, 2013; in the data active = inhibition above about 24%; note: 0% = median of the test wells and 100% = reference compound wells
Anthrax LF prot: Bacillus anthracis LF protease inhibitors, primary screen, biochemical, multiplex microsphere, MLPCN library | Lethal factor (Bacillus anthracis), P15917 | multiplex microsphere protease cleavage assay | inhibition, % at 10 µM | 0.12% of 360,000 active | AID 588501, 2011; note: plate controls were buffer without enzyme for full effect and enzyme alone for no effect
Target sequence (P15917 whole entry, looked up): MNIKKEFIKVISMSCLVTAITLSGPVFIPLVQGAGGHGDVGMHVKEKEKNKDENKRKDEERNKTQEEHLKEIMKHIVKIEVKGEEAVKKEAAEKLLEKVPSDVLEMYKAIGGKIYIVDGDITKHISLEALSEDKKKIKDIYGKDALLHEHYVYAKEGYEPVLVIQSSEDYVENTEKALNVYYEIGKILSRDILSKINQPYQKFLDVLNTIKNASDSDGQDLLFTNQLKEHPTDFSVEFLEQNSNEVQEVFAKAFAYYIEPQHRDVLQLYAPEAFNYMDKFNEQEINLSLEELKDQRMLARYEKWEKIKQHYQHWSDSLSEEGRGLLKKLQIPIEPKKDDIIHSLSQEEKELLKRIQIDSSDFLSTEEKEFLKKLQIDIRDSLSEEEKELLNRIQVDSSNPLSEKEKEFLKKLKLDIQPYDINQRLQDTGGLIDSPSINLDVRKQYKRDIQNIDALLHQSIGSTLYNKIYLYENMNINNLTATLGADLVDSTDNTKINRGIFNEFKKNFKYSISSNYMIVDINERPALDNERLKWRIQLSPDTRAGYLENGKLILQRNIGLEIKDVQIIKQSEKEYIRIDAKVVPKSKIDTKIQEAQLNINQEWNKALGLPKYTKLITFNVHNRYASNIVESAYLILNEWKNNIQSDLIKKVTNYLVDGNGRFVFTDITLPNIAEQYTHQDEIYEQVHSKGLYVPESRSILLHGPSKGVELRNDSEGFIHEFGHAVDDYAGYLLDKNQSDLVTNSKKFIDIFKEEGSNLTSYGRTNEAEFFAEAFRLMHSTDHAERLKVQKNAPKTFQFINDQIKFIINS
CCHF vOTU inh: CCHFV vOTU protease inhibitors, primary screen, biochemical, Pep-AMC substrate, fluorescence; Crimean-Congo hemorrhagic fever virus L polyprotein viral ovarian tumor (vOTU) protease …; inhibition, % at 11.5 µM; 0.55% of 370,000 active; in the data active = inhibition above about 30%; note: 0% = vehicle wells with enzyme and 100% = no enzyme wells
BoNT A protease: BoNT/A light chain protease inhibitors, primary screen, biochemical, flow cytometry, MLPCN library; multiplex microsphere protease substrate cleavage; inhibition, % at 10 µM; AID 588499, 2011; 0.17% of 360,000 active; Botulinum neurotoxin type A light chain protease (Clostridium botulinum A str. ATCC 3502); note: plate controls were buffer without enzyme for full effect and enzyme alone for no effect
Numbers without * were called inactive; ? = inconclusive; · = not tested or not shown; & = joins results of further samples. Cut-off read from the data, not from the text of the source, unless noted: active = inhibition above about 30%; inconclusive = no clear call, values can overlap the other calls; inactive = below that.

#	mol	TcdB inh	PrPC surface inh	CCHF vOTU inh	Y pestis TopoI	FadD28 FP inh	BoNT A protease	PfHsp40 yeast	Anthrax LF prot	BoNT F protease
1	CC(C)[C@H](NC(=O)c1ccccc1)C(=O)OCC(=O)NCc1ccc2c(c1)OCO2	0.3	-6	18	12	-0.8	0.5	-1.6	7	6
2	CCc1c(O)nc(SCC(=O)Nc2ccc(C)cc2)n(C2CCCCC2)c1=O	0.0	2	6	6	2.3	0.6	-0.5	-3	4
3	C/C(=C\C(=O)C(F)(F)F)Nc1ccc(C)cc1	-0.7	-3	3	-2	-1.6	-0.3	-0.6	-2	-2
4	C[C@H](CO)N1C[C@H](C)[C@@H](CN(C)S(C)(=O)=O)Oc2ccc(NC(=O)C3CCCCC3)cc2C1=O	-0.2&2.6	0	18	5	-1.5	0.3	3.3	-9	-2
5	Cn1c(O)c(C=NCCCNC2CCCCC2)c(=O)n(C)c1=O	·	10	18	-7	-3.3	-0.1	-2.1	-1	6
6	CCOC(=O)c1ccc(-c2ccc(C3Nc4ccccc4C(=O)N3O)o2)cc1 (configuration not stated)	0.4	5	4	2	-1.9	0.0	364*	-2	-12
7	O=C(Nc1cccc(Cl)c1N1CCOCC1)c1ccc([N+](=O)[O-])o1	0.2	-1	-10	-3	-2.0	-0.6	0.8	-2	-6
8	COc1ccc(CCCC(=O)NCc2ccccc2)cc1C	1.3	1	3	8	-1.3	0.1	0.6	-1	-1
9	CC1(C)CC(=O)C=C(Nc2ccc(F)cc2)C1	0.9	-5	-8	0	-0.1	0.1	-0.9	-4	-2
10	COc1cc(C(=O)N(CCc2ccccc2)C2CC3CCC(C2)N3C)cc(OC)c1OC (configuration not stated)	·	0	8	-7	-1.3	-0.4	-0.2	0	5
11	COCc1cc(C)nc(SCc2ccc([N+](=O)[O-])cc2)c1C#N	-0.1	0	-3	9	0.5	0.0	-0.3	4	?
12	CCOC(=O)C1CCN(C(C(=O)Nc2ccc3c(c2)OCCO3)c2ccccc2)CC1 (configuration not stated)	·	3	14	33	-0.1	0.2	-0.4	-2	12
13	O=C(N/N=C/c1ccc[nH]1)c1ccccc1O	-3.8	-11	6	4	0.3	0.0	76*	-7	-6
14	Cc1ccccc1N(CC(=O)NC1CCCC1)C(=O)C1(C)CC(=O)N=C2C=CC=CN21 (configuration not stated)	·	1	-90	-1	-1.1	0.3	-0.3	-2	-4
15	Cn1nc(C(=O)Nc2ccccc2)c2c1-c1ccccc1S(=O)(=O)C2	0.5	0	-8	6	0.6	0.7	-1.3	-1	-1
16	Cc1c(CC(=O)NC(C)C)c(=O)oc2cc3c(cc12)CCC(C)(C)O3	-1.2	-1	-172	2	-3.1	-2.6	-1.3	-22	-4
17	Cc1ccc(N2C(=O)C(NC(=O)c3ccccc3)(C(F)(F)F)C3=C2CC(C)(C)CC3=O)cc1 (configuration not stated)	0.3	3	8	12	-1.4	-0.1	0.1	0	-2
18	O=C(CCCOc1ccccc1)NC1CCCc2ccccc21 (configuration not stated)	·	-9	4	-10	-0.8	0.3	1.1	1	-1
19	CC(C)CCNC(=O)c1cc(-c2cccs2)nc2ccccc12	3.8	0	-63	10	-0.9	-1.7	0.0	-11	-9
20	Cc1c(Cl)cccc1NC(=O)CSc1nnc(CCNC(=O)OC(C)(C)C)o1	·	-6	-8	-4	-3.2	1.8	-0.7	-1	4
21	O=C(c1cc([N+](=O)[O-])ccc1N1CCOCC1)N1CCOCC1	-0.8	-4	-2	0	-2.2	-0.2	-2.1	0	-2
22	CN1CCc2cc(Cl)c(O)cc2[C@@H](c2ccccc2)C1	0.7	-8	3	-7	-4.3	-0.8	0.3	-8	-4
23	O=C(CNC(=O)C1COc2ccccc2O1)N/N=C/c1ccc(O)cc1O (configuration not stated)	-11	16	7	-4	0.4	0.1	0.3	-2	2
24	Cc1ccccc1NC(=S)/C(=C(\[O-])c1ccc(C)c([N+](=O)[O-])c1)[n+]1ccccc1	·	-2	0	-6	-0.8	11	-0.2	3	-20
25	COC(=O)c1ccc(NC(=O)C2CCN(S(C)(=O)=O)CC2)cc1	·	4	-10	-13	-0.6	-0.4	-1.6	-2	-9
26	COc1cccc(C2=NOC(C(=O)Nc3ccc4c(c3)OCO4)C2)c1 (configuration not stated)	1.2	1	7	-2	1.1	-1.1	-0.8	0	-7
27	NC(=O)c1sc2nc3c(c(-c4ccco4)c2c1N)CCC3	1.8	-4	49*	-6	2.0	1.2	0.8	-5	-8
28	CCCC(=O)OCCNC(=O)c1cc2ccccc2oc1=O	·	-6	-3	-8	-1.3	0.4	-0.2	-3	12
29	O=C(CN1C(=O)NC2(CCCCCC2)C1=O)NCc1cccs1	0.2	0	-1	4	-0.7	-0.6	0.1	0	-4
30	O=C(CCS(=O)(=O)c1ccccc1)Nc1ccc(Cl)cn1	1.5	3	6	-3	-3.2	0.8	-0.9	-1	5
31	CC(C)c1ccc(N2C(=O)CC(NNC(=O)c3ccccc3Cl)C2=O)cc1 (configuration not stated)	1.1	12	8	-4	-2.5	-2.9	-0.8	?	-2
32	COc1ccc(C(=O)c2c(-c3cccc(C)c3)oc3ccc(N4CCOCC4)cc23)cn1	0.0	4	12	18	-1.0	2.1	0.4	1	0
33	N#CC(c1ccccn1)(c1ncc(C(F)(F)F)cc1Cl)N1CCOCC1 (configuration not stated)	·	-6	-8	6	0.1	?	0.2	-7	1
34	O=C(N/N=C/c1ccc2ncccc2c1)c1cc(-c2cccs2)nc2ccccc12	0.1	7	-15	-7	-1.1	0.4	-0.2	3	-8
35	CN(C)c1ccc(/C=C2\CC3C4CC=C5CC(O)CCC5(C)C4CCC3(C)C2=O)cc1 (configuration not stated)	·	-5	-13	1	0.0	3.3	-0.7	3	24
36	CC(C)CCn1c(N)c(C(=O)OCC2CCCO2)c2nc3ccccc3nc21 (configuration not stated)	·	2	-55	20	-13	2.4	0.7	-3	-2
37	Cn1c(=O)c2c(-c3ccccc3)n(-c3ccccc3N)cc2n(C)c1=O	2.0	-16	-50	5	-1.1	-0.4	·	-3	-3
38	CN(C)S(=O)(=O)c1ccc(NC(=O)/C=C/c2ccccc2Cl)cc1	·	-7	-1	-8	-12	1.2	0.4	1	-2
39	CCCc1cc(C(=O)N2CCCC(C(=O)c3cccc4ccccc34)C2)n(C)n1 (configuration not stated)	1.9	11	12	16	-6.0	-0.2	0.5	-6	-2
40	O=C(NCc1ccco1)c1cccc2c1C(=O)c1ccc(/C=C/c3ccccc3)cc1S2(=O)=O	0.6	-10	2	7	-1.2	1.0	0.2	-1	14
41	COC(=O)COc1ccc(/C=C2\SC(=O)N(CC(=O)Nc3ccccc3F)C2=O)cc1	0.1	-3	-13	20	0.1	1.2	-1.6	-10	1
42	COc1ccc(-n2c(=S)[nH]c3cc(C(=O)NCc4ccco4)ccc3c2=O)c(OC)c1	·	1	-3	-2	-3.0	0.3	0.7	3	28
43	CN(CC(=O)Nc1ccc(N2CCOCC2)cc1)CC(=O)Nc1cccc(C#N)c1	0.9	5	1	-6	-1.7	1.3	-1.7	-2	0
44	C[C@@H](C(=O)Nc1ccc2ccccc2c1)[C@@H]1C[C@@]1(C)[C@@H](N)c1ccccc1	1.8	-5	3	-11	-1.2	0.0	23	-10	-11
45	Cc1ccc(S(=O)(=O)N2CCCCC2)cc1NC(=O)COc1ccccc1	3.3	0	2	36	-1.1	0.3	-0.4	0	-2
46	Cc1ccc(C(=O)Nc2nc3ccc(S(C)(=O)=O)cc3s2)cc1C	1.1	-2	-13	3	1.3	-2.5	-0.5	14	-3
47	CC(C)CNC(=O)c1c2c(nc3ccccc13)-c1ccccc1CC2	·	2	14	0	-2.7	0.8	-1.3	-2	1
48	O=C(NCc1cccnc1)c1cccc(S(=O)(=O)NCc2ccccc2)c1	4.0	0	-9	6	-0.7	4.7	-1.1	-4	-4
49	Cc1ccc(Cc2c(-c3ccc(Br)cc3)nc3ccc(Cl)cn23)cc1	1.2	16	18	·	-3.8	0.2	·	0	-10
50	CCOc1ccc(Cl)cc1C1=CC(=O)C[C@H](c2ccc(OC)cc2)C1	0.0	5	5	-11	-1.6	0.3	0.6	-10	-8
51	CCn1c(COc2ccccc2)nnc1SCC(=O)NC1CC1	1.5	-2	8	3	-2.1	·	-0.6	·	·
52	CS(=O)(=O)c1ccc2nc(NC(=O)C3CC(=O)N(c4ccc(F)cc4)C3)sc2c1 (configuration not stated)	0.2	6	-1	-5	-2.5	-1.3	1.1	-3	-7
53	CCOC(=O)c1ccc(S(=O)(=O)N2CCN(C/C=C/c3ccccc3)CC2)cc1	0.6	-9	3	40	-1.0	-0.5	0.2	-2	-2
54	COc1ccc(C(C(=O)NC2CCCC2)N(C(=O)c2ccco2)c2ccc(OC)c(OC)c2)cc1 (configuration not stated)	·	-1	12	-2	-2.2	·	-2.5	·	·
55	O=C(CCCNC(=O)/C(=C\c1ccc(F)cc1)NC(=O)c1ccccc1)OCc1ccccc1	·	-3	20	-3	-2.6	0.1	0.5	-4	3
56	CC(=O)Nc1ccc(NC(=O)C(C)OC(=O)c2ccc3ccccc3n2)cc1 (configuration not stated)	0.0	5	19	-7	-2.8	·	0.5	·	·
57	COc1ccc(NC(=O)C2CCN(C(=O)NC3CCCCC3)CC2)c(OC)c1	·	-2	9	5	-2.8	0.0	-0.8	-4	-1
58	Cc1ccc2cc(NC(=O)C3(C)CCN3CC(C)C)ccc2n1 (configuration not stated)	-6.9	2	-9	-12	-3.4	-0.1	·	1	5
59	O=C(CSc1nnc(-c2ccc(F)cc2)n1CC1CCCO1)NCc1ccco1 (configuration not stated)	1.2	7	1	8	-2.9	2.1	4.4	-6	7
60	CC(=O)N1c2ccc(S(=O)(=O)N3CCC(C(=O)Nc4ccc(C)cn4)CC3)cc2CC1C (configuration not stated)	0.5	7	-4	0	-4.0	0.2	-1.5	0	2

Whole records from above. Order of values: TcdB inh, PrPC surface inh, CCHF vOTU inh, Y pestis TopoI, FadD28 FP inh, BoNT A protease, PfHsp40 yeast, Anthrax LF prot, BoNT F protease
`CS(=O)(=O)c1ccc2nc(NC(=O)C3CC(=O)N(c4ccc(F)cc4)C3)sc2c1` (configuration not stated) is listed as 0.2, 6, -1, -5, -2.5, -1.3, 1.1, -3, -7
`CC(=O)Nc1ccc(NC(=O)C(C)OC(=O)c2ccc3ccccc3n2)cc1` (configuration not stated) is listed as 0.0, 5, 19, -7, -2.8, ·, 0.5, ·, ·
`COC(=O)COc1ccc(/C=C2\SC(=O)N(CC(=O)Nc3ccccc3F)C2=O)cc1` is listed as 0.1, -3, -13, 20, 0.1, 1.2, -1.6, -10, 1

Continued:
#	mol	TcdB inh	PrPC surface inh	CCHF vOTU inh	Y pestis TopoI	FadD28 FP inh	BoNT A protease	PfHsp40 yeast	Anthrax LF prot	BoNT F protease
61	c1ccc(-c2nnc(SCc3nc4ccccc4[nH]3)n2Cc2ccco2)cc1	·	-1	-10	5	-2.5	?	0.1	-1	4
62	COc1ccc(-c2nc(CSCC(=O)NCCCN3CCCC3=O)c(C)o2)cc1	0.8	4	-10	3	-2.3	0.8	10	1	11
63	Cc1cnn(C(=S)NCCc2ccccc2)c1	·	1	-4	2	-1.9	-0.8	0.6	4	-7
64	Cc1nc(Nc2ccc(Cl)c(Cl)c2)sc1C(=O)Nc1ccccc1	0.2	19	11	-9	-8.2	0.0	103*	-3	-9
65	O=C(NC1CCCN(Cc2ccccc2F)C1)C1CCC1 (configuration not stated)	-0.5	0	8	-4	-4.2	-3.7	1.0	-7	-40
66	Cc1cc(Br)ccc1NC(=O)C1CCCO1 (configuration not stated)	·	5	-8	0	0.8	-2.3	0.6	5	-15
